Compound activity as filed in PubChem.
MCL1 BIM primary: disrupts human MCL1 binding to BIM-BH3 peptide; GST-MCL1 / FITC-Bim-BH3 fluorescence polarization; inhibition, % at 10.9 µM; AID 2057; Q07820; 0.68% of 320,000 active;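 active = inhibition above the mean inhibition of all tested compounds plus 3 SD, set per campaign, cut at about 40% in these data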;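 note: 0% = DMSO wells and 100% = unlabeled Bim-BH3 peptide control; higher means more loss of mP so more displacement of Bim peptide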
Target sequence (Q07820 whole entry, looked up): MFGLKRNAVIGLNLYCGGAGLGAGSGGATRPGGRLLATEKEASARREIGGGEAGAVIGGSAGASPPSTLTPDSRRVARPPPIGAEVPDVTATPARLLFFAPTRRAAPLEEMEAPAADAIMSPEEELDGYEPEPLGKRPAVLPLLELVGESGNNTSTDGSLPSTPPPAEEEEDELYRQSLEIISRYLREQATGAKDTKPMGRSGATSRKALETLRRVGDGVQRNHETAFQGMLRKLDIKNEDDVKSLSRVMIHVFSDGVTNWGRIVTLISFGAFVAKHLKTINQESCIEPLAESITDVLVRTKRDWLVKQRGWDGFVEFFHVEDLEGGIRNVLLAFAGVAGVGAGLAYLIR
Fam108B inh: blocks mouse Fam108B hydrolase in RBBP9 counter-screen | 0.33% of 300,000 active | recombinant Fam108B, FP-Rh probe fluorescence polarization | inhibition, % at 9.51 µM;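 active = inhibition above the screen mean inhibition plus 3 SD, computed separately per campaign, cut at about 18% in these data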;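 note: inhibitors lower polarization as less probe binds the enzyme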
Yeast superoxide: caloric restriction mimetics inhibiting age-related superoxide in yeast; S. cerevisiae aged cells, superoxide DHE fluorescence; active compounds read low; superoxide response (% of plate mean), % at 10 µM; 0.18% of 330,000 active; AID 2690;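 active = superoxide response under a set limit, about three screen SD below normal, cut at about 65% in these data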;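 note: yeast aged for seven days with compound at 30 °C before DHE staining; 100% = average MFI of all compound-treated wells on the plate with controls excluded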
Efflux pump mplx: inhibitors of Candida antifungal efflux pumps expressed in yeast; S. cerevisiae Candida pump triplex, Nile Red efflux; inhibition, % at 10 µM; 0.44% of 330,000 active;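 active = plate passing quality check with inhibition over a set limit, or well fluorescence over plate mean plus 4 SD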;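 note: Nile Red retained in pooled yeast measured as flow cytometry median fluorescence; 0% = buffer negative control and 100% = Enniatin B positive control; higher means more Nile Red kept so more efflux inhibition; some compounds called inactive have numbers as strong as hits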
GLD-1 TGE inh: GLD-1-TGE RNA interaction inhibition (C. elegans). Q17339. purified GLD-1 + fluorescein TGE RNA, fluorescence polarization. inhibition, % at 5.96 µM. 0.44% of 320,000 active;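 active = percent inhibition above a per-plate cutoff, the plate mean of test compounds plus 3 SD, cut at about 30% in these data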;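 note: 0% = DMSO wells with GLD-1 and probe and 100% = wells lacking GLD-1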
ZTA counter: ZTA (EBV) inhibition in EBNA-1 counter-screen. inhibition, % at 11 µM. ZTA-DNA binding, fluorescence polarization. 0.15% of 320,000 active; in the data active = inhibition above about 33%
Target sequence (P03206 whole entry, looked up): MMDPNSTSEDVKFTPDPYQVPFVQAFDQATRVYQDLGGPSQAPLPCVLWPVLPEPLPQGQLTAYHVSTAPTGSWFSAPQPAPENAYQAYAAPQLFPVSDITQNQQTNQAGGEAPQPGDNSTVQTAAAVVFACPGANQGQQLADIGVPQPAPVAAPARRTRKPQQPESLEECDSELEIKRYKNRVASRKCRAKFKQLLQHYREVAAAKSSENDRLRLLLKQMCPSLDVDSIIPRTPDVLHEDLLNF
Bcl-xL primary: inhibitors of human Bcl-xL; Q07817; GST-Bcl-xL / FITC-Bim BH3 peptide fluorescence polarization; inhibition, % at 10.9 µM; 0.7% of 320,000 active; AID 2129;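 active = inhibition above the mean of all tested compounds plus 3 SD, cutoff set per campaign, cut at about 30% in these data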;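 note: 0% = DMSO wells and 100% = unlabeled Bim-BH3 peptide competitor; inhibitors lower millipolarization by displacing the labeled peptide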
MEX-5 binding: C. elegans MEX-5 TCR-2 RNA binding activity; Q9XUB2; MEX-5/FITC-TCR2 RNA binding, fluorescence polarization; active compounds read low; activity score (negative = inhibition of binding), % at 10 µM; 0.38% of 300,000 active; AID 1832;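 active = inhibition past about -25% in most replicates, and total fluorescence under double the plate's negative control median, limit read from the data; inconclusive = replicates evenly split on the limit, or fluorescence at least double controls; inactive = too little inhibition in most replicates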;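 note: 0% = DMSO and -100% = 5 µM competing unlabeled TCR2 RNA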
Target sequence (Q9XUB2 whole entry, looked up): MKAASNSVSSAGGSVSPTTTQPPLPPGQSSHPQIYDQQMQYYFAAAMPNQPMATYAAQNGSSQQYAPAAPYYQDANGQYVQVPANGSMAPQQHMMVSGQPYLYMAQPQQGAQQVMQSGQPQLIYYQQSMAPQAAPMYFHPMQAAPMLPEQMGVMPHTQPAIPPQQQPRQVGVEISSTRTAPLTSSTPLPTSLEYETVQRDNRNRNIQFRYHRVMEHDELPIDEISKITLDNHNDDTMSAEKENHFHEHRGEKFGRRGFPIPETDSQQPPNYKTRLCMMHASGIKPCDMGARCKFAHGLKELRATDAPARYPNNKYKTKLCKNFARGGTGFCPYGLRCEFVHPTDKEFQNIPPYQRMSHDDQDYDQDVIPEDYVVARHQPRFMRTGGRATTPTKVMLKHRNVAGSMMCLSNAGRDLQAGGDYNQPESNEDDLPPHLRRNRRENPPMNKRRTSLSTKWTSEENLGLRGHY
EBNA-1 inh: blocks EBNA-1 binding to DNA; 0.34% of 300,000 active; inhibition, % at 14.8 µM; EBNA-1 DNA binding, fluorescence polarization; in the data active = inhibition above about 28%
* marks the source's active call; other numbers are inactive results; ? = inconclusive; . = no result given.

SMILES	Fam108B inh	EBNA-1 inh	Efflux pump mplx	MCL1 BIM primary	Bcl-xL primary	GLD-1 TGE inh	Yeast superoxide	ZTA counter	MEX-5 binding
Oc1c(Br)cc(/C=N/n2c(-c3ccccc3)n[nH]c2=S)c(Br)c1O	34.4*	-0.4	0.0	108.1*	60.2*	8.4	110.8	2.4	-52.0*
CCOc1ccc(N=C2NC(=O)S/C2=C\c2ccc(N(C)C)cc2)cc1	-85.6	1.3	0.5	80.4*	70.4*	43.0*	96.6	-6.1	?
Cc1ccc(C)c(OCC(=O)Nc2cc(C(=O)O)cc(C(=O)O)c2)c1	2.8	-1.4	0.0	1.4	4.5	-1.5	97.3	1.4	1.0
COc1ccc(/C=C2\SC(=O)N(CC(=O)NCCC(C)C)C2=O)cc1OC	-2.2	-7.3	0.0	4.3	6.5	4.1	98.1	8.2	0.9
CCCC(C)C(=O)Nc1cc(S(=O)(=O)N2CCCCC2)ccc1N1CCOCC1 (stereo not given)	.	.	0.1	-0.6	-2.7	0.5	76.7	1.3	.
CCOc1ccccc1Nc1ncccc1C(=O)N1CCCC1	-2.1	6.7	0.1	4.1	3.2	10.4	119.4	6.1	-0.9
Cc1c(NC(=O)C2(c3ccccc3)CCOCC2)c(=O)n(-c2ccccc2)n1C	0.2	2.1	0.0	-0.2	1.2	-0.4	93.1	17.3	0.3
C/C(=N/NC(=O)c1ccc(C(C)(C)C)cc1)c1ccccn1	-3.2	2.7	-0.1	9.2	6.2	8.6	98.4	-8.6	1.2
O=C(CSc1nnc(-c2cccc(S(=O)(=O)N3CCCCC3)c2)o1)c1ccc[nH]1	-1.4	3.4	0.1	-7.0	-5.5	-3.5	97.4	5.8	1.6
COc1ccccc1/C=N/NC(=O)c1ccccc1Cl	2.1	-7.7	0.0	6.0	6.7	-1.2	105.5	-26.0	-1.8
Cc1ccc2nc(Nc3ccccc3O)nc(-c3ccccc3)c2c1	-1.4	16.8	0.0	4.6	1.9	-0.6	104.8	13.2	-1.6
O=C(Nc1nccs1)c1ccc(COc2c(F)c(F)cc(F)c2F)cc1	1.3	10.6	0.0	-0.8	1.1	2.2	112.1	3.4	3.5
CCOc1cc(CNc2ccc(OC)cc2)cc(Br)c1OCC(=O)NC(C)(C)C	3.1	-4.8	0.0	-6.5	0.9	5.0	90.3	-2.1	-0.1
Nc1ccccc1NC(=O)c1ccccc1N	-2.4	5.8	0.1	0.5	1.0	4.4	115.1	3.9	-4.0
O=C(/C=C/c1ccccc1)NC(=S)Nc1ccccc1O	0.6	-18.8	-0.1	13.8	4.7	8.8	101.2	-5.6	0.8
COc1cccc(CN(CC(=O)NCc2ccco2)C(=O)CNS(=O)(=O)c2ccccc2)c1	-0.5	-1.0	-0.1	-5.6	-1.0	-0.1	100.0	16.0	-1.0
C=CCNCCOc1ccccc1-c1ccccc1	5.2	-4.0	0.0	9.5	2.7	-2.3	101.0	-12.9	-0.1
O=C(O)CSc1nnc(CNc2cccc(C(F)(F)F)c2)n1Cc1ccco1	-3.3	-21.5	0.3	-1.1	-0.7	2.1	111.2	5.2	0.8
CCCCN(CCCC)S(=O)(=O)c1ccc(OC)c2ncccc12	-0.7	3.5	0.0	8.3	2.5	-2.8	101.2	2.5	3.1
Cc1cc2c(n1-c1ccc(Br)cc1)CC(C)(C)CC2=O	2.1	-0.1	0.1	-1.9	-3.2	2.2	114.2	8.7	0.2
N#CC1=C(Nc2ccccc2)SC=C(c2ccc(Cl)c(Cl)c2)N=C1N1CCOCC1	-4.2	-9.0	-0.1	10.3	4.9	0.8	101.9	-17.0	-0.6
CCCCC1(C(=O)OCC)CC(CSC(=N)N)OC1=O (stereo not given)	5.7	7.7	0.6*	-1.4	1.4	6.2	92.4	3.7	-0.8
O=C1CC(c2ccccc2)n2nc(NC(=O)c3ccccn3)nc2N1 (stereo not given)	-3.1	-3.0	0.0	-1.6	0.0	7.8	94.5	-5.6	0.8
OCCN1CNC(=S)NC1	-0.2	0.6	0.0	3.5	-0.4	0.0	107.0	6.1	-1.4
CCOc1ccc(-n2c(Cc3cc(=O)[nH]c(=O)[nH]3)nnc2SCC)cc1	-4.7	6.2	-0.4	-7.5	-1.6	13.4	88.9	11.7	-9.7
COc1ccc(NC(=O)Nc2ccc(F)cc2F)cc1	3.5	12.2	-0.1	4.6	6.6	-0.9	83.8	0.4	-0.3
COc1ccccc1Oc1ccc(N/C=C2/CCCC2=O)cc1	2.8	4.4	0.0	-7.0	-1.6	-3.5	82.6	6.5	-0.3
COc1cc(SC)ccc1C(=O)N1CCN(c2ccccc2)CC1	1.0	3.6	0.0	1.0	1.7	7.1	93.7	-10.1	0.9
N=c1n(-c2ccccc2)c(O)cc(=O)n1-c1ccccc1	-2.4	2.3	-0.1	4.2	5.5	-1.1	100.1	9.1	2.0
CC(C(=O)N1CCCC1)c1ccc([N+](=O)[O-])cc1 (stereo not given)	4.0	8.4	0.0	12.2	9.1	1.9	94.7	-9.7	4.5
COc1ccc(S(=O)(=O)Nc2ccccc2OC)cc1NC(=O)Cc1cccs1	4.0	9.4	-0.1	-3.0	1.0	3.5	92.1	0.9	.
CC(=O)Nc1ccc(NC(=O)COC(=O)c2ccccn2)cc1	-0.1	3.9	-0.1	-1.3	0.4	9.5	96.0	-17.1	1.8
Cc1ccc(CN(C)CC(=O)Nc2ccc3c(c2)CCC3)cc1	6.2	-3.3	0.0	-7.2	-3.1	2.0	89.9	-3.5	-0.4
Cc1nc(N)nc(Cl)c1Cc1ccc(Cl)cc1	0.9	-14.2	0.1	-0.3	0.3	2.2	101.6	-14.4	0.6
Cn1c(=O)c2c(SCc3cccc(C(F)(F)F)c3)nc(-c3ccco3)nc2n(C)c1=O	-4.1	-10.5	0.1	-5.1	-2.8	-0.7	110.3	0.0	0.3
O=C(Nc1ccccn1)NC12CC3CC(CC(C3)C1)C2	4.0	1.7	-0.1	0.2	4.0	5.9	96.2	-14.7	0.2
CCOC(=O)c1c(C)nc2c(c1-c1cc(OC)c(OC)c(OC)c1)C(=O)c1ccccc1-2	-2.9	6.7	0.1	6.0	4.0	11.7	92.6	15.3	1.0
O=C(CCN1CCCCC1=O)NC1CCCc2c1cnn2-c1ccccc1F (stereo not given)	1.9	3.6	-0.2	-3.4	0.3	8.0	99.6	0.5	0.3
O=C(Cn1ncc(Cl)c(Cl)c1=O)Nc1ccc2c(c1)OCO2	.	.	-0.1	-2.9	-2.4	6.3	148.0	-9.7	.
C#CCOc1ccccc1CNC1CCN(Cc2ccccc2)CC1	0.6	0.4	-0.3	-2.0	2.9	2.0	100.6	6.7	1.2
COc1ccc(Cc2nnc(Nc3ccc(C)cc3C)[nH]c2=O)cc1	0.1	-4.2	0.3	4.8	4.6	-2.9	103.4	-2.9	0.8
O=C(N/N=C1\CCSc2ccc(F)cc21)c1cccnc1	-0.2	-3.4	0.0	-5.5	-0.3	5.1	98.7	-7.3	0.7
Cc1ccc(S(=O)(=O)N2CCN(C(=O)CSC(=S)N3CCCC3)CC2)c(C)c1	.	.	0.0	-3.4	0.8	-0.3	89.7	-24.6	.
CC1=CC=CN2C1=NC(=O)CC2(C)C(=O)N(CC(=O)NC1CCCC1)Cc1ccccc1 (stereo not given)	0.9	-3.7	-0.1	-0.8	1.5	0.6	93.5	-9.7	-0.6
O=C(CSc1nc2ccccc2c(=O)[nH]1)Nc1ccc(Br)cc1	-1.9	7.3	-2.8	6.9	0.4	0.4	.	-20.4	0.5
O=C(NCc1cc(C(F)(F)F)cc(C(F)(F)F)c1)C1CC(c2c(Cl)cccc2Cl)=NO1 (stereo not given)	-1.9	-4.3	-0.1	-0.4	-0.4	3.5	91.8	2.2	1.0
Nc1ncc(Br)cc1S(=O)(=O)NCCC(=O)N1CCN(c2ccccc2)CC1	1.0	12.7	-0.2	1.1	4.9	1.6	80.0	13.9	0.8
CN1CCN(C(=O)c2ccc(CN3CCOCC3)cc2)CC1	8.1	-7.5	0.1	9.5	7.8	11.9	101.4	11.1	2.6
CC(C)C(=O)NC(NC(=S)Nc1cccc2cccnc12)C(Cl)(Cl)Cl (stereo not given)	-1.1	7.9	0.1	0.3	-2.7	-1.6	112.7	-2.3	1.4
CC(C)c1ccc(OCC(=O)N(Cc2ccco2)C2CCS(=O)(=O)C2)cc1 (stereo not given)	1.9	-16.9	0.3	2.7	0.7	-1.2	108.8	-5.4	-1.1

The list goes on; the last three above are carried over.
SMILES	Fam108B inh	EBNA-1 inh	Efflux pump mplx	MCL1 BIM primary	Bcl-xL primary	GLD-1 TGE inh	Yeast superoxide	ZTA counter	MEX-5 binding
CN1CCN(C(=O)c2ccc(CN3CCOCC3)cc2)CC1	8.1	-7.5	0.1	9.5	7.8	11.9	101.4	11.1	2.6
CC(C)C(=O)NC(NC(=S)Nc1cccc2cccnc12)C(Cl)(Cl)Cl (stereo not given)	-1.1	7.9	0.1	0.3	-2.7	-1.6	112.7	-2.3	1.4
CC(C)c1ccc(OCC(=O)N(Cc2ccco2)C2CCS(=O)(=O)C2)cc1 (stereo not given)	1.9	-16.9	0.3	2.7	0.7	-1.2	108.8	-5.4	-1.1
CN(Cc1ccccc1)C(=O)c1[nH]cnc1C(=O)N[C@@H](Cc1ccccc1)C(=O)OCc1ccccc1	-5.4	-3.0	0.1	2.9	3.5	1.1	98.1	3.3	4.1
CC1(C)Cc2c(sc3ncnc(NN)c23)CO1	2.3	-2.5	-0.3	8.0	1.6	-6.0	106.7	3.8	2.6
Cc1cccc(NC(=O)c2ccc(S(=O)(=O)N3CCOCC3)cc2)n1	-0.5	4.6	-0.1	2.9	-1.4	7.3	102.2	5.3	1.0
CCOc1ccc(CC(=O)NCC(=O)NCc2cc(=O)n(C)c(=O)n2C)cc1	-1.8	-15.4	0.1	1.3	-3.1	3.8	106.9	17.0	-0.2
COC(=O)CSc1nnc(CNS(=O)(=O)c2ccc(Br)cc2)n1C	0.2	-1.7	0.0	4.4	0.1	5.9	110.0	-3.3	1.6
CCOC(=O)c1cnc(SCCN2CCOCC2)nc1N	1.1	-10.3	0.3	2.3	-3.5	-2.0	95.0	8.3	0.4
COc1ccc(CNC(=O)c2ccc(C(C)C)cc2)cc1	1.0	-1.2	-0.1	2.0	0.9	4.9	82.5	-5.2	0.3
COc1ccc(NC(=O)CSc2nnc(Cn3cnc4ccccc43)n2C)cc1	-1.0	1.3	0.0	2.7	5.5	6.8	87.9	4.4	0.5
CCOC(=O)C1=C(O)C(=O)N(c2ccc(S(N)(=O)=O)cc2)C1c1ccc(OC)cc1 (stereo not given)	-0.2	5.9	-0.1	2.1	4.9	-3.2	113.7	-0.9	-0.6
CCN(C(=O)COC(=O)Cc1c(F)cccc1Cl)c1c(N)n(Cc2ccccc2)c(=O)[nH]c1=O	.	.	0.1	-5.3	-4.6	2.9	97.7	3.1	.

Looked up by structure from the list above (two):
SMILES	Fam108B inh	EBNA-1 inh	Efflux pump mplx	MCL1 BIM primary	Bcl-xL primary	GLD-1 TGE inh	Yeast superoxide	ZTA counter	MEX-5 binding
COc1ccccc1Oc1ccc(N/C=C2/CCCC2=O)cc1	2.8	4.4	0.0	-7.0	-1.6	-3.5	82.6	6.5	-0.3
COc1ccccc1/C=N/NC(=O)c1ccccc1Cl	2.1	-7.7	0.0	6.0	6.7	-1.2	105.5	-26.0	-1.8
